# B2AR arrestin ag – qHTS assay of beta-arrestin-biased ligands of beta2-adrenergic receptor: NCGC Sytravon Library Screen; Beta-2 adrenergic receptor (Homo sapiens), P07550; HTLA Tango cells, beta-arrestin recruitment, luciferase luminescence, 18 h; Potency, µM (highest dose often 46.1 µM), without a hit: at the highest dose activation, usual class: activators; 44,000 tested, under 10 active; AID 1347077, 2019;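 also: potency is read from the fitted curve at half-maximal effect; 0% = DMSO and full agonism = EC100 isoproterenol or metaproterenol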
#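 Receptor–beta-arrestin recruitment read by tTA-responsive luciferase: compound titrations (up to 46 µM) incubated 18 h with Tango cells, then luminescent substrate 15 min at room temperature. Concentration-response fits classified by r2, efficacy and activity.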
# p53null 32C kill – qHTS Screen for Compounds that Selectively Target Cancer Cells with p53 Mutations: Cytotoxicity of p53 Null Cells at the Permissive Temperature. H1299-neo p53 null cells, ATP luminescence, 24 h, 32C. Potency, µM (highest dose often 46.1 µM), without a hit: at the top dose activity change, negative = cytotoxicity, hits mostly cytotoxic. actives 0.62% (n = 55,000);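 also: potency is read from the fitted curve at half-maximal effect; 0% = DMSO only and -100% = full killing by 100 µM tamoxifen; nearly all actives have a fitted effect of over 55% in size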
#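 Overnight 37C seeding (600 cells/well) of H1299-neo preceded a 24 hr, 32C exposure to compounds up to 46 uM. ATP levels, read by luminescence after 20 min at RT, indicated surviving cells.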
# FH mod – Identification of activators of human fumarate hydratase by quantitative high-throughput screening | Potency, µM (highest dose often 79.9 µM), for the others: top-dose activity change, negative = inhibition, actives largely listed as inhibitors | FH coupled MDH/diaphorase resazurin fluorescence, 15 min | actives 0.22% (n = 54,000); also: potency is read from the fitted curve at half-maximal effect; % is scaled to controls: 0 for no effect and ±100 for the full control effect; the screen sought activators but most active calls are inhibition curves; nearly all actives have a fitted effect of over 45% in size
# GALK inhibitor – qHTS Assay for Inhibitors of Human Galactokinase (GALK): NCGC Sytravon Library Screen. recombinant GALK, Kinase-Glo ATP luminescence, 1 h. Potency, µM (highest dose often 57.5 µM), for inactives: at the top dose activity, negative = inhibition, hits mostly inhibitors. 44,000 tested, under 10 active. AID 1347072, 2019;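 also: plate controls were full GALK reaction for no effect and reaction lacking GALK for full effect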
# Target sequence (P51570 whole entry, looked up): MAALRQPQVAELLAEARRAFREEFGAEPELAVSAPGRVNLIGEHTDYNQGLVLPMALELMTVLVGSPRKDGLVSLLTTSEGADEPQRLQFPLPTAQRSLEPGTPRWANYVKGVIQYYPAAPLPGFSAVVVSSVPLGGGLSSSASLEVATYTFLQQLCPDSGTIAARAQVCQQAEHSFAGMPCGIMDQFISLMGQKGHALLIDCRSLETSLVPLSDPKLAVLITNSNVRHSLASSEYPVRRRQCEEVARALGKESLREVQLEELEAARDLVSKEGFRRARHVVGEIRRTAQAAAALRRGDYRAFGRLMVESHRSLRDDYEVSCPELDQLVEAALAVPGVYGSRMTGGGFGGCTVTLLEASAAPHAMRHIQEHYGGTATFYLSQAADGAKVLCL
#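 Reactions with and without enzyme served as controls. GALK at 5 nM phosphorylates 100 uM galactose using 35 uM ATP (HEPES pH 8.0, Mg2+) for 1 h at RT, with luminescence read 10 min after adding Kinase-Glo Plus.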
# p53null 39C kill – qHTS Screen for Compounds that Selectively Target Cancer Cells with p53 Mutations: Cytotoxicity of p53 Null Cells at the Nonpermissive Temperature | H1299 p53-null (neo) cells, 39C, ATPlite viability, 24 h | Potency, µM (top dose mostly 46.1 µM), inactives show at the highest dose activity, negative = cell killing, most hits filed as cytotoxic | actives 0.97% (n = 55,000) | AID 904, 2007;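 also: potency is read from the fitted curve at half-maximal effect; 0% = DMSO only and -100% = full killing by 100 µM tamoxifen; nearly all actives have a fitted effect of over 50% in size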
#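 Following overnight plating at 37C (600 cells/well), H1299-neo or H1299-p53A138V cells are dosed up to 46 uM. Incubation lasts 24 hr at 39C before ATP detection.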
# PTAP-TSG101 blk – qHTS Validation Assay for Inhibitors of HIV-1 Budding by Blocking the Interaction of PTAP/TSG101: Sytravon Library Screen. 44,000 tested, under 10 active. Tumor susceptibility gene 101 protein (Homo sapiens), Q99816. Fluorescence polarization, FITC-PTAP peptide/Tsg101, 20 min. Potency, µM (highest dose often 115 µM), without a hit: at the top dose activity change, negative = inhibition, usual class: inhibitors; also: potency is read from the fitted curve at half-maximal effect; 0% is about no effect
# Target sequence (Q99816 whole entry, looked up): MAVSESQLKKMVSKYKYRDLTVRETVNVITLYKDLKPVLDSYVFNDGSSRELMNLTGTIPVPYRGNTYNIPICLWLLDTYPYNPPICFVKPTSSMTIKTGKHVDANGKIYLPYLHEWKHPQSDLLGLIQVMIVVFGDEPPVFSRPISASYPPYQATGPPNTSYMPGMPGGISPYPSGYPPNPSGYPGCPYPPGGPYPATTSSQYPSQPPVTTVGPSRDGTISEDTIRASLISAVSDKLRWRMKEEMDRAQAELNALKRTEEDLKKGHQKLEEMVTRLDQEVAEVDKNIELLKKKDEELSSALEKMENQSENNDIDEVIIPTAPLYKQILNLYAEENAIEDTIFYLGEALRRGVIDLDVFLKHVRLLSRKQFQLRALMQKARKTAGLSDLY
#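 Compounds pinned into 10 uM Tsg101 binding domain, then 50 nM FITC-PTAP peptide added in pH 7.5 HEPES buffer; FP read after 20 min, room temperature. Total S+P intensity flags fluorescent compounds; active cut-off <25 µM, efficacy <60%.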
# NTMT1 inhibitor – Primary qHTS for Inhibitors of N-terminal methyltransferase 1 (NTMT1): MTaseGlo Assay | AID 1645870, 2021 | NTMT1 MTase-Glo SAH luminescence, purified enzyme | Potency, µM (top dose mostly 114 µM), without a hit: at the highest dose activity change, negative = inhibition, hits mostly inhibitors | actives 2.5% (n = 59,000);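 also: potency is read from the fitted curve at half-maximal effect; plate controls were DMSO vehicle for no effect and no enzyme for full effect; nearly all actives have a fitted effect of over 65% in size; many of its hits are not listed in these tables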
# Target sequence (Q9BV86 whole entry, looked up): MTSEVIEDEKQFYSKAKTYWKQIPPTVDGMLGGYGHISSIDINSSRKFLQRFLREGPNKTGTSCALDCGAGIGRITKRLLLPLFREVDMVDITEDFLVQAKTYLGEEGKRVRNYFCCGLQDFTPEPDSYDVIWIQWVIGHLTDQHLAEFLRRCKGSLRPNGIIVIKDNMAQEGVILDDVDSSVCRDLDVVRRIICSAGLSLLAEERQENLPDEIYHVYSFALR
# An asterisk follows results filed as active; ? = inconclusive; nt = not tested or not shown. Calls follow the shape of the dose curve; as a rule, active = well fitted curve in the direction sought with a large enough effect; inconclusive = small, poorly fitted or top-dose-only effect, or another doubt; inactive = no such curve, though single readings can be large; an effect the other way counts as inactive or inconclusive.
SMILES,B2AR arrestin ag,p53null 32C kill,FH mod,GALK inhibitor,p53null 39C kill,PTAP-TSG101 blk,NTMT1 inhibitor
Cc1cccc(C)c1-n1ncc(C(=O)NCCCN2CCCCC2)c1C1CCN(C(=O)OC(C)(C)C)CC1,0%,7%,-1%,2%,-8%,-3%,17%
CCN(CC)S(=O)(=O)c1ccc2c(c1)N(CC(=O)Nc1ccccc1F)C(=O)C1CCCN21 (centres undefined),-3%,-8%,-19%,6%,-1%,-4%,-4%
O=c1c(-c2cc(-c3ccccc3)nc3c2COc2ccc(Cl)cc2-3)coc2ccc(F)cc12,1%,nt,0%,0%,nt,-4%,17%
Cc1ccc(-n2c(=O)c3cccnc3n2CC(=O)Nc2ccccc2C(F)(F)F)cc1C,0%,-8%,-5%,1%,?,2%,6%
Cc1ccc(C(=O)/C=C/c2cn(CC(O)CN3CCCCCC3)c3ccccc23)cc1 (centres undefined),-4%,-7%,-9%,-13%,?,13%,?
CCOCCCNc1nc2cc(OC)c(OC)cc2c2nc(-c3ccccc3)nn12,0%,-3%,-13%,5%,-16%,-5%,-8%
COc1cccc(CNC(=O)CCS(=O)(=O)c2cc3c4c(c2)CCN4C(=O)CC3)c1,5%,-11%,8%,-3%,16%,-12%,-5%
Cc1c(Cl)cccc1NC(=O)NCc1c(-n2cccc2)sc2c1CCCC2,-3%,-1%,2%,3%,2%,0%,2%
CCOC(=O)Cn1nc(C)c(NC(=O)COc2ccc(C)c(C)c2)c1C,-1%,-9%,2%,9%,0%,-7%,-1%
CC(C)C(=O)Nc1ccc2nc(SCC(=O)N3CCOCC3)sc2c1,-1%,-16%,-13%,-5%,-30%,1%,3%
CCOc1ccc2c(c1)[C@@H]1C=CC[C@@H]1[C@H](c1ccccc1Cl)N2,1%,-2%,9%,3%,?,-5%,9%
COc1cccc(CNC(=O)Cn2ncn3c(cc4ccccc43)c2=O)c1,0%,1%,0%,-3%,?,0%,-23%
CC(=O)c1ccc(NC(=O)Cn2c(=O)nc(-c3ccccc3)c3ccccc32)cc1,-1%,-4%,-5%,2%,-3%,-8%,-8%
COc1ccc(Cn2ccc3nc(C)c(C(=O)N4CCN(c5ccccc5OC)CC4)cc3c2=O)cc1,-1%,-5%,0%,4%,-15%,-11%,4%
O=C(CSc1nnc(COc2ccccc2)o1)Nc1cc(C(F)(F)F)ccc1Cl,-2%,5%,-12%,0%,2%,-3%,10%
COc1cccc(NC(=O)Cn2nnc(C(=O)NCCc3ccccc3)c2N)c1,0%,6%,-10%,4%,3%,-3%,-11%
COc1cc(OC)c(NS(=O)(=O)c2ccc3c(c2)CCCN3C(C)=O)cc1Cl,0%,2%,-6%,1%,-2%,-8%,?
COc1ccc(-n2ncc(C(=O)NCc3cccs3)c2C2CCN(C(=O)OC(C)(C)C)CC2)cc1,0%,4%,3%,-3%,-9%,-8%,17%
COc1ccc(NC(=O)CCN2CCN(c3cccc(Cl)c3)CC2)cc1,0%,-12%,-1%,0%,-6%,1%,22%
Cc1cc(C)nc(NS(=O)(=O)c2ccc(NC(=O)c3ccccc3O)cc2)n1,0%,-7%,-10%,0%,-14%,3%,-3%
Cc1cccc(NC(=O)CSc2nc3c(oc4ccccc43)c(=O)n2Cc2ccco2)c1,0%,2%,-1%,-3%,-7%,0%,-2%
CC1=C(C(=O)Nc2ccc(C)cc2C)C(c2cccs2)n2nc(SCc3ccc(Cl)cc3)nc2N1 (centres undefined),-2%,-5%,2%,-7%,1%,-4%,9%
CCC(C(=O)NC1CCCCC1)n1c(SCc2ccc(F)cc2)nc2ccncc21 (centres undefined),-3%,?,14%,-11%,-13%,-1%,-6%
O=S(=O)(NCCc1csc2nc(-c3ccccc3)nn12)c1cc(F)ccc1F,-3%,-12%,-14%,0%,5%,-3%,-5%
CCn1cc(C(=O)N2CCN(c3ccc(F)cc3)CC2)c(=O)c2cc(S(=O)(=O)N(C)C3CCCCC3)ccc21,1%,8%,-23%,0%,?,-3%,-16%

# Structures from the list above with a thiophene ring, fused or not (three):
SMILES,B2AR arrestin ag,p53null 32C kill,FH mod,GALK inhibitor,p53null 39C kill,PTAP-TSG101 blk,NTMT1 inhibitor
Cc1c(Cl)cccc1NC(=O)NCc1c(-n2cccc2)sc2c1CCCC2,-3%,-1%,2%,3%,2%,0%,2%
COc1ccc(-n2ncc(C(=O)NCc3cccs3)c2C2CCN(C(=O)OC(C)(C)C)CC2)cc1,0%,4%,3%,-3%,-9%,-8%,17%
CC1=C(C(=O)Nc2ccc(C)cc2C)C(c2cccs2)n2nc(SCc3ccc(Cl)cc3)nc2N1 (centres undefined),-2%,-5%,2%,-7%,1%,-4%,9%

# Other results
SMILES,B2AR arrestin ag,p53null 32C kill,FH mod,GALK inhibitor,p53null 39C kill,PTAP-TSG101 blk,NTMT1 inhibitor
COc1ccc(-c2nc3ccccc3s2)cc1NC(=O)c1ccccc1F,0%,12%,0%,8%,-23%,-4%,?
COc1ccc(OC)c(NC(=O)CCCOc2cc(=O)n(C)c3ccccc23)c1,0%,1%,7%,0%,-9%,-6%,12%
CCC(C(=O)Nc1cccc(-c2cn3cccnc3n2)c1)c1ccccc1 (centres undefined),1%,2%,-37%,-2%,-27%,0%,-2%
Cc1cccc(C(=O)Nc2ccc(OCc3cc(=O)n4ccsc4n3)cc2)c1,0%,?,5%,0%,30%,1%,-2%
CCOC(=O)c1cccc(NC(=O)Cn2c(=O)nc(-c3ccccc3F)c3cc(Cl)ccc32)c1,0%,12%,-1%,1%,11%,-14%,-3%
Cc1ccn2c(Nc3ccc4c(c3)OCCO4)c(-c3ccc(N(C)C)cc3)nc2c1,0%,-5%,-23%,4%,-17%,-1%,?
CC(=O)N1CCc2c(sc3c2c(=O)n(-c2ccc(F)cc2)c(=O)n3Cc2cc(C)ccc2C)C1,1%,-7%,-9%,7%,-21%,0%,-3%
Cc1cccc(OCCn2c(-c3ccc(Cl)cc3)nc3ccccc3c2=O)c1C,1%,5%,nt,2%,-1%,-3%,nt
CCOc1ccc(-n2nc3cc(C)c(NC(=O)CC)cc3n2)cc1,-2%,-5%,6%,-10%,-12%,-1%,-4%
O=C(c1ccc2c(c1)N(Cc1cccc(F)c1)C(=O)c1ccccc1S2)N1CCC2(CC1)OCCO2,0%,1%,-21%,1%,21%,-2%,0%
Cc1ccc(-n2c(SCC(N)=O)nc3c([nH]c4ccccc43)c2=O)cc1,0%,9%,-9%,-7%,12%,-7%,2%
CC(C)C(=O)Nc1nnc(S(=O)(=O)N2c3ccccc3CC2C)s1 (centres undefined),-1%,5%,0%,2%,-21%,0%,14%
COc1ccc2c(c1)Cc1sc(NC(=O)c3cccc(Br)c3)nc1-2,-1%,3%,3%,-8%,8%,2%,?
CCN(CCCNC(=O)Cn1ncc2c([nH]c3ccc(C)cc32)c1=O)c1cccc(C)c1,1%,-6%,-5%,-1%,12%,1%,18%
Cc1c(Cl)cccc1NS(=O)(=O)c1ccc(NS(=O)(=O)c2ccc3c(c2)OCCO3)cc1,1%,14%,?,1%,23%,-1%,1%
Cn1ccnc1SCC(=O)Nc1cccc(Br)c1,7%,6%,-2%,7%,-8%,0%,5%
CC1=C(C(=O)Nc2ccccc2)C(c2cccnc2)n2nc(SCc3ccccc3F)nc2N1 (centres undefined),0%,7%,-3%,3%,-17%,1%,?
COc1ccc(C(=O)N(Cc2ccco2)Cc2ccccc2F)cc1Cl,-1%,?,?,3%,12%,-1%,-5%
CCn1c(C(=O)NCc2ccc(OC(C)C)cc2)cc2oc3ccccc3c21,1%,-22%,?,-1%,5%,-7%,4%
COc1cccc(-c2noc(CCCC(=O)NCc3ccco3)n2)c1,0%,1%,0%,2%,-4%,1%,-12%
CCn1cc(CNC(=O)c2cc(-c3ccc(C)c(C)c3)nc3ccccc23)c(C)n1,0%,?,-10%,3%,?,-12%,-8%
Cc1nn(C(C)(C)C)c(OC(=O)c2c(F)cccc2F)c1Sc1ccccc1,1%,-20%,?,2%,2%,-5%,4%
COc1ccc(CCNC(=O)CS(=O)Cc2nc(-c3ccc(C)cc3)oc2C)c(OC)c1 (centres undefined),5%,6%,-4%,0%,18%,-2%,?
COc1ccccc1-c1cc(NC(=O)COc2ccccc2Cl)n(-c2ccccc2)n1,0%,-8%,?,1%,9%,-7%,13%
CCc1ccc(C(=O)CC2(O)C(=O)N(Cc3ccc(C)cc3)c3ccccc32)cc1 (centres undefined),1%,1%,2%,4%,?,-6%,-5%

# (list continues)
SMILES,B2AR arrestin ag,p53null 32C kill,FH mod,GALK inhibitor,p53null 39C kill,PTAP-TSG101 blk,NTMT1 inhibitor
CCc1ccc(NC(=O)CSc2nnc(-c3nonc3NC(C)=O)n2-c2ccccc2)cc1,-3%,-1%,-3%,0%,-23%,-7%,2%
Cc1cccc(C(=O)Nc2nnc(SCc3cc(=O)n4cccc(C)c4n3)s2)c1,0%,-10%,4%,-9%,1%,0%,-28%
CCN(C(=O)Cn1ncc2c1-c1cc(C)ccc1OC2)c1cc(Cl)ccc1OC,1%,11%,?,-3%,-5%,-8%,-1%
CCn1ccc2c(OCC(=O)NCc3ccc(C)cc3)cccc2c1=O,5%,-7%,-8%,0%,14%,0%,-5%
Cc1cccc(N2CCN(C(=O)Cc3c(C(=O)O)c(C)cn3C)CC2C)c1 (centres undefined),-3%,1%,3%,-2%,18%,-7%,-2%
Cc1ccc2oc3c(c(=O)c2c1)C(c1ccc(OCC(N)=O)cc1)N(Cc1ccc2c(c1)OCO2)C3=O (centres undefined),0%,-2%,-12%,5%,-15%,-4%,29%
COc1ccc(-c2ccc3c(N)c(C(=O)Nc4ccc(C)cc4C)sc3n2)cc1OC,0%,-2%,-13%,3%,-19%,1%,10%
CC(C)CCNC(=O)CN1C(=O)c2cccnc2Sc2ccccc21,1%,3%,7%,2%,-1%,-1%,-3%
COc1ccc(-c2nn(C)c3sc(C(=O)N4CCN(c5cc(Cl)ccc5C)CC4)cc23)cc1OC,0%,18%,-9%,2%,4%,-5%,3%
CCCc1nnc(NC(=O)c2cc(=O)c3cc(Cl)ccc3o2)s1,-1%,-1%,2%,3%,1%,-1%,20%
NC(=O)CSc1nnnn1-c1cccc(O)c1,-1%,-7%,-2%,1%,14%,-4%,14%
CSc1ncc(C(=O)Nc2cccc(Cl)c2C)c(-c2ccccc2)n1,0%,-17%,?,8%,-11%,0%,-1%
CC1CCN(S(=O)(=O)c2ccc3c(c2)N(CC(=O)N2CCN(c4ccccc4)CC2)C(=O)CO3)CC1,1%,8%,-4%,-2%,-14%,0%,89µM*

# From PubChem BioAssay

# An excerpt; the hit share may differ from the screen's.
